DNA FID counter = fluorescent intercalator displacement, NS3 helicase counter-screen; 290,000 compounds, 0.17% hits; DNA fluorescent intercalator displacement, fluorescence; inhibition, % at 7.9 µM; in the data active = inhibition above about 37%;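 also: 0% = vehicle and 100% = reference compound; higher means more ethidium bromide displaced from hairpin DNA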
UBC9 SUMO inh = SUMOylation inhibition. P63279. HTRF SUMOylation assay, SAE1/SAE2 + UBC9, in vitro. inhibition, % at 35 µM. 290,000 compounds, 0.36% hits. AID 2006; in the data active = inhibition above about 50%, passing the limit was not always enough; also: strong numbers were not always called active
Target sequence (P63279 whole entry, looked up): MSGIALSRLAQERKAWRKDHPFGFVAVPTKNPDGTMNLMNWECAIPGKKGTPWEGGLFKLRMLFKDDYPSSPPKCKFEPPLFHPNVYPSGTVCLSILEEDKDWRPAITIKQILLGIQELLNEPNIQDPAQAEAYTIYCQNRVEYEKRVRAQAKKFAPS
CRFR2-BP antag = blocks CRF-induced signaling of the CRF-BP/CRF-R2 complex; HEK293 CRF-R2/CRF-BP, CRF-induced calcium fluorescence; inhibition, % at 11.8 µM; 350,000 compounds, 0.59% hits;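 active = inhibition of the ligand-induced calcium signal above about 50% at the single tested concentration, limit read from the data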
MEKK3 PB1 HTS = modulators (inhibitors or enhancers) of MEK5 binding to human MEKK3 PB1 domain. Q99759. bead-based flow cytometry, Alexa488-MEK5 binding to MEKK3; actives lie on both sides; 0 = blocked by unlabeled MEK5, 100 = vehicle. binding response (% of control), % at 10 µM. 290,000 compounds, 1.4% hits;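 active = binding response more than 3 SD above or below the average of its plate-row segment, actives on both sides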;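 also: Alexa488 bead fluorescence after subtracting the streptavidin-only scavenger bead signal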
Target sequence (Q99759 whole entry, looked up, the tested form may be a part): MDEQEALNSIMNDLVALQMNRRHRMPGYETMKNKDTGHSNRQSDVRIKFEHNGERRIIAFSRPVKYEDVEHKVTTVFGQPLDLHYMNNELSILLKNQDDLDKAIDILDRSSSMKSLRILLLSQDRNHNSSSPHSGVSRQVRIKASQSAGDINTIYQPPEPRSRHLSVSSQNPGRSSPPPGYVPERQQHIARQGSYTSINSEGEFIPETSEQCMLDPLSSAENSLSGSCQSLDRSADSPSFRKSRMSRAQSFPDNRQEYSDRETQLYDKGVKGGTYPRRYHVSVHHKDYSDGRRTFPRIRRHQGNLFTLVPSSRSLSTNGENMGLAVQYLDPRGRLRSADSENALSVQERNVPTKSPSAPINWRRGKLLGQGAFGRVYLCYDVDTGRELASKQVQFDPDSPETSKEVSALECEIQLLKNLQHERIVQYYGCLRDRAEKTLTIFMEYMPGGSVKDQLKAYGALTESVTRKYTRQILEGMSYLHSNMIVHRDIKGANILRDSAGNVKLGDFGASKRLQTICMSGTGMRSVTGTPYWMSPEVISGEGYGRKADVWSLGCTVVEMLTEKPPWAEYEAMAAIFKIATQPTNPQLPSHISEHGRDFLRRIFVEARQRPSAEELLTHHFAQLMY
CRFBP-R2 agonist = CRF-BP/CRF-R2 complex agonism; HEK293 CRF-R2/CRF-BP, calcium dye fluorescence (FLIPR); percent of saturating CRF peptide response; activation, % at 13.2 µM; 350,000 compounds, 0.46% hits; AID 588473;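 active = activation of at least 50%, plus an integration ratio under a set limit after plate pattern correction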;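 also: plate controls were neutral control wells without compound for no effect and CRF at EC100 for full effect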
MEKK2 WT-MEK5 = raises or lowers MEK5 binding to wildtype human MEKK2 PB1 domain | Q9Y2U5 | binding response (% of control), % at 10 µM | 290,000 compounds, 1.1% hits | AID 1531 | bead flow cytometry, Alexa488-MEK5 binding to MEKK2 WT; actives lie on both sides; in the data active = binding response below about 67% or above about 130%
MEKK2 mut-MEK5 = signal of MEK5 binding to mutant human MEKK2 PB1 domain. AID 1530. percent response, % at 10 µM. 290,000 compounds, 0.35% hits. bead flow cytometry, Alexa488-MEK5 binding to MEKK2 mutant; in the data active = percent response above about 24%, passing the limit was not always enough; also: inactives centre near 1; some results filed as inactive read as strong as hits; reference of the scale not given here
HCV NS3 hel inh = HCV NS3 helicase inhibition | inhibition, % at 10.9 µM | NS3 helicase DNA unwinding, Cy5 molecular beacon fluorescence | 290,000 compounds, 0.56% hits | AID 1800;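 active = inhibition above the mean of all tested compounds plus 3 SD, set per campaign, cut at about 35% in these data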;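 also: 0% = DMSO wells and 100% = thioflavine S control wells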
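Assay system: hepatitis C virus NS3 helicase domain fragment enzyme. Also added: annealed dual-labelled DNA beacon duplex, ATP-started. Timing: 1 h reaction at 25 °C, ATP-initiated. Technique: Cy5 fluorescence at 0 and 60 min, beacon hairpin quenching. Evaluation: % inhibition of unwinding. Replication: one well per compound.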
GalR3 antag = antagonists of human GalR3. O60755. 360,000 compounds, 0.44% hits. HEK293 GalR3-CNG cAMP membrane potential fluorescence; galR3 body fused to GalR1 C-terminus. inhibition, % at 3 µM. AID 651719;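 active = inhibition above the screen-wide average plus 3 SD, cut at about 13% in these data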;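 also: forskolin and galanin both at EC90 stimulate the cells; cAMP rise reported by CNG channel membrane potential dye signal; 0% = forskolin plus galanin with DMSO and 100% = forskolin alone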
Target sequence (O60755 1-299 limits assumed): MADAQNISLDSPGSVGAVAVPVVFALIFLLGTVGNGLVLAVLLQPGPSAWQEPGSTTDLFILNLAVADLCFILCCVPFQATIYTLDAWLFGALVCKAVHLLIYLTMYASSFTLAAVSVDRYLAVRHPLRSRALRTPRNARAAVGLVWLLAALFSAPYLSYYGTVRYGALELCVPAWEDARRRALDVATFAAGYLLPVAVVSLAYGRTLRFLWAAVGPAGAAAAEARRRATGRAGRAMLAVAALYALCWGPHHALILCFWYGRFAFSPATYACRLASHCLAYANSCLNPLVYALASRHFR
Starred values were filed as active, the others as inactive; · = not tested or not shown; [ ] = dose if it differs, or a comment. Only part of the results is shown; rates above refer to the full screens.

SMILES	MEKK3 PB1 HTS	GalR3 antag	MEKK2 WT-MEK5	HCV NS3 hel inh	CRFBP-R2 agonist	MEKK2 mut-MEK5	CRFR2-BP antag	UBC9 SUMO inh	DNA FID counter
CCCCn1c(CN2CCN(c3ccccc3)CC2)nc2c1c(=O)n(C)c(=O)n2C	102	·	104	-4	-3.3	1	-38	4	-19
O=C(CN1CCN(c2ccccn2)CC1)NC(=O)NC1CCCCC1	102	2	101	3	-1.3	7	0	-3	-23
CCc1ccc(NC(=O)NCCN2CCCCC2)cc1	102	-9	111	2	-0.2	2	0	-4	4
Cc1ccccc1C(=O)c1cccn1CC(=O)NC(C)c1ccc2c(c1)OCCO2 (centres undefined)	104	-3	110	-5	-0.8	5	9	-5	-30
CC(=O)N1CCc2ccc(S(=O)(=O)N3CC(C)OC(C)C3)cc21 (centres undefined)	99	4	81	6	0.6	-3	2	10	-1
CCOC(=O)c1cccc(NC(=O)CN(c2ccc(C)cc2)S(=O)(=O)c2c(C)n[nH]c2C)c1	103	-3	100	-18	-1.3	3	2	8	-16
CCOc1cccc(/C=N/NC(=S)NCCN2CCOCC2)c1O	98	1	99	3	-1.3	0	2	20	-5
CCCNc1nc(Nc2ccc(C)cc2)nc(N2CCCC2)n1	104	·	100	-40	0.3	1	-20	-27	-3
c1cncc(-c2nc(N3CCOCC3)c3ccccc3n2)c1	104	·	100	-4	-1.4	1	-8	18	-17
CNCCOCC(O)CSc1ccccc1 (centres undefined)	97	-4	96	-2	-0.2	-8	6	1	1
NNC(=O)c1cccc(O)c1	105	-3	100	13	0.1	0	3	-3	4
CN1C(=O)/C(=C/c2ccco2)SC1=Nc1cccc(C(=O)O)c1	97	·	97	32	-1.6	-7	7	53*	-20
O=C(NC1CCCCCC1)c1ccc(CN2CCOCC2)cc1	·	-4	·	6	1.0	·	11	-8	4
COc1cc(CN2CCC(C(=O)NC3CCCC3)CC2)cc(Br)c1O	100	-4	99	-6	-0.9	-3	11	13	23
O=C(O)c1ccc(S(=O)(=O)c2ccc3c(c2)C(=O)N(NC(=O)c2ccc(O)cc2)C3=O)cc1	109	3	110	-16	-1.8	3	-11	12	-1
COc1ccc(/C=C2\Oc3cc(OCC(N)=O)ccc3C2=O)cc1OC	106	-10	108	-2	6.0	7	15	12	-22
COc1ccccc1NC(=O)c1cc(Sc2nncn2C)nc2ccccc12	102	-3	100	13	1.4	2	-7	22	-25
O=C(Nc1ccccc1C(F)(F)F)c1cnccn1	108	-8	106	1	-0.6	3	-1	8	0
CCn1ncc([C@@H]2C[C@H]3CN(Cc4ccccc4C)C(=O)[C@]34CCCN24)c1C	100	-6	97	3	0.2	-10	8	-2	-3
Oc1ccc2c(c1)oc1cc(O)ccc12	103	-11	104	0	-0.3	7	5	-12	2
O=C(Cn1cc([N+](=O)[O-])cn1)NCC1CCCO1 (centres undefined)	96	-3	97	9	-0.5	-1	0	1	-4
Cc1ccc(-n2nnnc2SCC(=O)Nc2nc(-c3ccc(F)cc3)cs2)cc1C	92	-3	94	11	-1.7	-1	-9	36	3
CCNS(=O)(=O)c1cc(-c2nnc(OC)c3ccccc23)ccc1C	107	-9	112	-1	-0.9	13	9	10	-29
Cc1nnc(NC(=O)c2ccc(S(=O)(=O)N3CC(C)OC(C)C3)cc2)o1 (centres undefined)	103	-4	103	7	-1.9	7	-16	12	-17
CCCCCn1c(SCC(=O)OC)nc2c1c(=O)[nH]c(=O)n2C	99	·	97	4	-1.4	0	-6	7	-6
Cc1[nH]n(-c2ccccc2)c(=O)c1/C=N/N1C(=O)c2cccc3cccc(c23)C1=O	85	-3	83	-2	62*	-9	22	15	5
N/C(=N\OC(=O)C1CCCCC1)c1cccc(Br)c1	107	·	109	2	1.8	8	-15	-10	-3
C=CCn1c(N)cc(=O)nc1SCC(=O)Nc1ccc2ccccc2c1	106	-2	99	-2	2.0	4	-4	4	-7
CCS(=O)(=O)N1CCC(NC(=O)C(Cc2cccc(OC)c2OC)NC(C)=O)CC1 (centres undefined)	96	-5	97	6	-1.6	-1	27	-2	-3
CN(Cc1ccccc1)C(=O)CCS(=O)(=O)c1cc2c(cc1Cl)NC(=O)CO2	100	·	102	13	-0.1	-1	2	-7	-25
COc1ccc(NC(=O)C(C)N(c2ccc(C)cc2)S(C)(=O)=O)c(OC)c1 (centres undefined)	110	-1	114	-9	-1.5	15	-2	-15	-21
CCOC(=O)N1CCC(NC(=O)C2CCN(C(=O)N3CC(C)Oc4ccc(C)cc43)CC2)CC1 (centres undefined)	98	-3	101	3	-1.1	1	13	8	-38
Cn1c(=O)c2c(nc(OCc3cccnc3)n2Cc2c(F)cccc2Cl)n(C)c1=O	104	1	106	2	-3.8	2	28	7	-10
CN(C)S(=O)(=O)N1CCN(C(=O)N(c2ccccc2)c2ccccc2)CC1	105	-3	104	-7	-0.1	0	-14	9	-30
C=CCNC(=S)N/N=C(\C)c1ccccn1	70	-3	75	0	-0.7	-16	-4	-44	-1
OCC[C@@H]1C[C@@H](O)[C@H](O)[C@]2(CCCO2)O1	108	4	106	·	-1.6	5	1	·	·
O=C(CN1CCN(S(=O)(=O)N2CCCCCC2)CC1)Nc1cc(Cl)ccc1Cl	102	-2	103	-4	0.6	-1	4	-6	-22
Cc1ccc(S(=O)(=O)NCC(C)n2cncn2)cc1C (centres undefined)	106	4	107	-3	0.8	11	7	4	-5
COc1ccc(S(=O)(=O)N(C)CC(=O)Nc2ccccc2SC)cc1Cl	82*[inhibitor]	1	89	-2	2.3	-8	4	-12	-6
O=C(CSc1nccc(-c2cccs2)n1)Nc1cccc(Cl)c1Cl	96	-2	96	-3	1.3	-2	4	9	-4
CC(C)CNS(=O)(=O)c1ccc(CC(C)C)cc1	107	-3	104	1	-0.2	-1	-10	2	-24
O=C(O)/C=C/C(=O)Nc1cccc(C(F)(F)F)c1	98	0	105	4	-3.4	15	12	6	-10
Cc1ccc(S(=O)(=O)N2CCN(C(=O)C3CCCO3)CC2)cc1 (centres undefined)	100	-1	104	5	3.1	2	6	-6	-6
COCCn1c(C)cc(C2=NNC(=NC(C)(C)C)SC2)c1C	113	-8	105	3	2.7	6	-15	6	-15
Cc1ccc(C(=O)N2CCN(c3ccccc3)CC2)cc1NC(=O)c1ccco1	100	-4	104	-4	-0.3	-1	-6	-5	-41

Complete entries as entered above. Order of screens: MEKK3 PB1 HTS | GalR3 antag | MEKK2 WT-MEK5 | HCV NS3 hel inh | CRFBP-R2 agonist | MEKK2 mut-MEK5 | CRFR2-BP antag | UBC9 SUMO inh | DNA FID counter
`CN(C)S(=O)(=O)N1CCN(C(=O)N(c2ccccc2)c2ccccc2)CC1` is entered as 105 | -3 | 104 | -7 | -0.1 | 0 | -14 | 9 | -30
`CCOC(=O)N1CCC(NC(=O)C2CCN(C(=O)N3CC(C)Oc4ccc(C)cc43)CC2)CC1` (centres undefined) is entered as 98 | -3 | 101 | 3 | -1.1 | 1 | 13 | 8 | -38

Continuation:
SMILES	MEKK3 PB1 HTS	GalR3 antag	MEKK2 WT-MEK5	HCV NS3 hel inh	CRFBP-R2 agonist	MEKK2 mut-MEK5	CRFR2-BP antag	UBC9 SUMO inh	DNA FID counter
Cn1c(SCCOc2ccccc2F)nc2ccccc2c1=O	101	-6	97	-18	3.3	-4	4	1	-2
Cc1cc(C(=O)NCCCN2CC(C)CC(C)C2)n(-c2ccccc2)n1 (centres undefined)	108	2	108	-4	-2.6	17	16	-5	8
CCc1ccc(OCCNC(=O)c2cccs2)cc1	109	0	109	2	-0.5	3	17	-5	-11
COc1cccc2sc(Nc3nc(-c4ccccn4)cs3)nc12	103	·	99	-30	·	-1	·	-33	-7
COc1cc(OC)c(C(=O)/C=C/c2ccccc2)c(O)c1O	108	-6	105	·	-1.4	3	-7	3	·
O=C(NCCC(=O)N1CCC2(CC1)NCCc1[nH]cnc12)c1ccc(F)c(F)c1	107	-8	108	1	-0.7	2	0	·	2
O=C(CC1SC(=Nc2ccccc2)N(CCc2ccccn2)C1=O)Nc1ccc(F)cc1 (centres undefined)	97	-4	108	-8	0.1	-3	-9	-18	-28
O=C(NCCC1=CCCCC1)c1cnccn1	98	-4	102	4	-0.1	2	2	0	-8
Cc1ccc(/C=C2/SC(=S)N(c3ccc(S(=O)(=O)Nc4nccs4)cc3)C2=O)cc1	101	-1	96	21	-0.6	0	59*	·	-17
COc1ccc(S(=O)(=O)Nc2ccccc2C(=O)NC(C)(C)C)cc1OC	94	-9	93	-4	1.8	-5	14	2	-7
CCn1cc(C(=O)OCC(=O)Nc2ccc(S(=O)(=O)N3CCCC3)cc2)c(=O)c2ccc(C)nc21	102	-2	105	8	-0.6	4	25	3	0
COc1ccc(C(=O)NNC(=O)c2cc3cccc(OC)c3oc2=O)cc1	84	0	86	-2	-1.4	-9	26	21	4
CCC1CCCCN1C(=O)CSc1nnc(CNC(=O)COc2ccc(Cl)cc2)o1 (centres undefined)	103	2	105	4	-1.7	2	-4	12	-33
O=C(COC(=O)Cc1cn2ccsc2n1)Nc1nc2ccccc2s1	103	-3	113	-5	0.7	2	-2	14	-2
Cc1cc2nc(CSc3ccc(Cl)cc3)cc(=O)n2[nH]1	97	-3	96	25	-2.0	-1	41	16	-5
COc1ccc(C(=O)Nc2cccnc2Cl)cc1OC	102	-1	105	-3	0.1	21	10	2	0
CCCN1C(=O)c2ccc(C(=O)Nc3nccs3)cc2C1=O	102	-4	102	1	-0.3	-3	-8	12	0
CCc1c(C)nc(SCC(=O)N2CCCCC2CC)[nH]c1=O (centres undefined)	122	-7	118	-11	-5.1	25	22	3	-14
CCCCN=C(NNc1ccc(Br)cc1)C(=O)OCC	102	-5	116	0	-2.3	8	-24	5	-7
c1ccc(-c2cc(N3CCCCCC3)n[nH]2)cc1	83	-6	88	-28	16	-4	-6	1	-5
CC1(C)CCN(Cc2ccccc2)C1CC#N (centres undefined)	112	3	115	-9	1.0	4	32	10	0
C1=C(c2ccccc2)Nc2ccccc2N=C1c1ccccc1	97	-3	99	24	4.4	-2	-23	-19	-15
S=C1CCC(c2ccc(Br)cc2)=NN1c1ccccc1	106	-3	98	17	0.3	9	-1	-8	-12
CCCOc1ccc(C2C(=O)N(C3CCCCC3)CC(=O)N2CCC)cc1OC (centres undefined)	106	-6	111	4	-1.5	6	-8	-4	-19
CCOC(=O)c1cnn(-c2ccc(F)cc2)c1N	100	-7	97	0	2.6	-5	4	2	4
O=S1(=O)CCN(OCc2ccc(Cl)cc2)CC1	101	-6	90	9	-1.8	-3	-6	0	-5
CCOc1ccc(NC(=O)NNC(=O)c2ccc3ccccc3c2O)cc1	105	-1	111	14	-0.4	6	-8	2	-8
CCc1ccc(-c2nc(C)c(CCO)c(=O)[nH]2)cc1	102	-7	104	2	-1.1	6	20	16	1
CN(C)c1ncc(S(=O)(=O)c2ccccc2)c(-c2ccc(Cl)cc2Cl)n1	·	-4	·	-5	0.4	·	31	-13	-24
CCCN(Cc1ccccc1)C(=S)Nc1ccc(C(C)=O)cc1	105	7	99	0	-1.5	-2	14	16	-2
CC1=NN(c2ccccc2)C(=O)/C1=C\c1ccc(Br)s1	105	-6	98	1	-1.4	-1	-9	80	4

Bioassay records deposited in PubChem by several laboratories.
